# Tau fluor cs: Counterscreen qHTS for Inhibitors of Tau Fibril Formation, Fluorescence Polarization; tau K18 P301L Alexa594 fluorescence, heparin fibrillization; Potency, µM (doses to about 57.7 µM), inactives show top-dose activity change, negative = decrease; 280,000 compounds, 0.93% hits; AID 1463, 2008; further: on the % scale 0 is the no-effect control and ±100 the full control effect; nearly all actives have a fitted effect of over 55% in size
#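 Human K18 P301L tau (15 uM unlabeled plus 0.24 uM Alexa 594-labeled, final) in 100 mM sodium acetate pH 7 was mixed with compound and 20 uM heparin and incubated 6 hr at 37 C.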
# HTT ATP protect: qHTS Multiplex Assay to Identify Dual Action Probes in a Cell Model of Huntington: Cytoprotection (ATP); PC12 HTT-Q103 induced, cytoprotection, ATP luminescence, 40 h; Potency, µM (titrated, usually from 56.4 µM), without a hit: cytoprotection (ATP increase), most hits filed as activators; 230,000 compounds, 0.14% hits;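 further: % of control where 0% means no effect; nearly all actives have a fitted effect of over 45% in size; toxic huntingtin expression switched on by the ecdysone agonist tebufenozide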
#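 Quantitative HTS on tebufenozide-induced (100 nM) PC12 cells expressing HTTQ103 exon 1–GFP; compounds tested as a concentration series; survival measured via cellular ATP.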
# Tau ThT inhib: qHTS for Inhibitors of Tau Fibril Formation, Thioflavin T Binding; Microtubule-associated protein tau (Homo sapiens), P10636; recombinant tau K18 P301L (four-repeat tau fragment), heparin-induced fibrillization, ThT fluorescence; Potency, µM (titrated, usually from 57.4 µM), without a hit: at the top dose activity, negative = inhibition, usual class: inhibitors; 270,000 compounds, 2.1% hits; further: on the % scale 0 is the no-effect control and ±100 the full control effect; nearly all actives have a fitted effect of over 55% in size
# Target sequence (P10636 561-689 P618L limits assumed): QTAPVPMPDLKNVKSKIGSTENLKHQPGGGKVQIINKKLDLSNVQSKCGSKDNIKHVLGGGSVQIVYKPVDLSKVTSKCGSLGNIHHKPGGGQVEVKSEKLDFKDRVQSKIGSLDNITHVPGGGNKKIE
#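 Aggregation was driven by heparin (20 uM final) acting on recombinant tau […] bearing P301L in 100 mM sodium acetate pH 7; fibrils were detected with Thioflavin T.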
# Tau fibril FP: qHTS for Inhibitors of Tau Fibril Formation, Fluorescence Polarization | Microtubule-associated protein tau (Homo sapiens), P10636 | K18 P301L tau heparin fibrillization, Alexa594 FP, 6 h | Potency, µM (highest dose often 57.7 µM), for the others: top-dose activity, negative = inhibition, hits mostly inhibitors | 280,000 compounds, 0.39% hits; further: on the % scale 0 is the no-effect control and ±100 the full control effect; nearly all actives have a fitted effect of over 55% in size
#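 Human K18 P301L fragment (15 uM unlabeled plus 0.24 uM Alexa 594-labeled) in 100 mM sodium acetate pH 7 with compound, aggregation induced by 20 uM heparin for 6 hr at 37 C. ThT (30 uM) added for 1 hr, then Alexa 594 FP read.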
# RECQ1 inh: qHTS Assay for Inhibitors of RecQ-Like Dna Helicase 1 (RECQ1). 240,000 compounds, 0.54% hits. Potency, µM (highest dose often 57.3 µM), inactives show at the highest dose activity, negative = inhibition, hits mostly inhibitors. RECQ1 DNA unwinding, red fluorescence kinetic read. AID 2549, 2010. ATP-dependent DNA helicase Q1 (Homo sapiens), P46063;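 further: plate controls were vehicle for no effect and no enzyme for full effect; nearly all actives have a fitted effect of over 30% in size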
# Target sequence (P46063 whole entry, looked up): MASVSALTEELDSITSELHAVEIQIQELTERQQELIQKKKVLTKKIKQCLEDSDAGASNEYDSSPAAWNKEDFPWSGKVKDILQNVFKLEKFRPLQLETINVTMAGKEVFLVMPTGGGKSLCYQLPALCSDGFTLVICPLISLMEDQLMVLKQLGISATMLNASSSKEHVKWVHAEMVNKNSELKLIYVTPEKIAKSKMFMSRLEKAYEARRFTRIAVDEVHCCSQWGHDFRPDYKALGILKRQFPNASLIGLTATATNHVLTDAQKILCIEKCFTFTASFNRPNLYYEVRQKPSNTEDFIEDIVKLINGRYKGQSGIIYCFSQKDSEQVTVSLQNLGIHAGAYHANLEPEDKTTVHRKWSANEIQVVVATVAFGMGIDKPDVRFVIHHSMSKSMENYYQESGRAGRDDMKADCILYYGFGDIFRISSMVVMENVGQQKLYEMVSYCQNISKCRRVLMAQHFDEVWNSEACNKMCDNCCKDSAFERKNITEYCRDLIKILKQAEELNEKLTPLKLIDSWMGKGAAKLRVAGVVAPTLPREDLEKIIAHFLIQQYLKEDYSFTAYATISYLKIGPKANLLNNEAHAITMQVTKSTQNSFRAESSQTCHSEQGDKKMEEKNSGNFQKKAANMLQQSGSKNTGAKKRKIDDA
#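 RECQ1T1 50 nM; forked duplex (20 bp + 30-nt ss tails) 200 nM, ATP 2 mM final; pH 8.0, 2 mM MgCl2, 2.5 ug/ml poly(dI-dC); 15 min compound preincubation; discontinuous kinetic read over 2 h at RT.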
# TRb-SRC2 inh: qHTS for Inhibitors of the Interaction of Thyroid Hormone Receptor and Steroid Receptor Coregulator 2; TRbeta-SRC2 peptide binding, fluorescence polarization; receptor liganded with 1 µM T3; Potency, µM (titrated, usually from 106 µM), without a hit: top-dose activity change, negative = inhibition, most hits filed as inhibitors; 280,000 compounds, 0.065% hits;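 further: plate controls were bound peptide for no effect and peptide without receptor for full effect; nearly all actives have a fitted effect of over 50% in size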
#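 Compounds were added to 0.6 uM TRb ligand-binding domain and 20 nM Texas Red-labeled SRC2 peptide in Tris buffer containing 1 uM T3, incubated 5 hr at ambient temperature, then read by fluorescence polarization.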
# L3MBTL1 inh: qHTS Assay for the Inhibitors of L3MBTL1; Lethal(3)malignant brain tumor-like protein 1 (Homo sapiens), Q9Y468; AlphaScreen L3MBTL1–H3K9me1 peptide binding; Potency, µM (highest dose often 57.1 µM), for the others: at the highest dose activity, negative = inhibition, usual class: inhibitors; 230,000 compounds, 0.66% hits; AID 485360, 2010; further: on the % scale 0 is the no-effect control and ±100 the full control effect; nearly all actives have a fitted effect of over 60% in size
#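 L3MBTL1 (50 nM) pre-complexed 30 min with biotinylated H3(1-15)K9me1 peptide (75 nM), then compounds added for 30 min at room temperature; AlphaScreen streptavidin donor/nickel chelate acceptor beads (10 ug/mL final) read after 30 min dark incubation.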
# TR SRC2 fluor cs: Total Fluorescence Counterscreen for Inhibitors of the Interaction of Thyroid Hormone Receptor and Steroid Receptor Coregulator 2 | 280,000 compounds, 0.29% hits | Potency, µM (highest dose often 106 µM), inactives show top-dose fluorescence change, negative = quenching | TRb/SRC2 Texas Red total fluorescence interference | AID 1479, 2009; active means well fitted curve in either direction with a large enough effect; inconclusive means small, poorly fitted or top-dose-only effect; further: on the % scale 0 is the no-effect control and ±100 the full control effect
#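 Human TRβ ligand-binding domain (0.6 uM) and Texas Red SRC2 peptide (20 nM) in Tris buffer with 1 uM T3 and 5% DMSO were incubated with pinned compound for 5 hr at ambient temperature. Total fluorescence was computed as S + 2P (555/632 nm).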
# Active calls of the source: *; i = inactive; u = inconclusive; x = no result given; [ ] = dose if it differs, or a comment. Unless noted, the call rests on the fitted dose curve; in most records, active means well fitted curve in the direction sought with a large enough effect; inconclusive means small, poorly fitted or top-dose-only effect, or another doubt; inactive means no such curve, though single readings can be large; an effect the other way counts as inactive or inconclusive. Potency means the concentration at half of the fitted maximal effect. Not all compounds are listed, so the mix of outcomes need not match the whole.
entry	structure	Tau fluor cs	HTT ATP protect	Tau ThT inhib	Tau fibril FP
1	CCC(=O)c1ccc(OCC(=O)Nc2nn3cnnc3s2)cc1	-8%	-15%[10 µM]	u	-5%
2	COc1ccc(/C=N/NC(=S)NC2CCS(=O)(=O)C2)cc1 (configuration not stated)	0%	-7%[10 µM]	4%	6%
3	O=C(c1nc2nc(-c3ccccc3)cc(C(F)(F)F)n2n1)N1CCCCC1	4%	15%	-1%	4%
4	Cc1ccc(S(=O)(=O)N2CCOCC2)cc1NC(=O)COC(=O)c1ccc2c(c1)OCO2	-10%	-37%[inhibitor]	-2%	-3%
5	O=C(COC(=O)CNC(=O)c1cccc(F)c1)NCCC1=CCCCC1	-8%	6%[10 µM]	6%	-1%
6	Cc1cn(C2CC3OCC3O2)c(=O)[nH]c1=O (configuration not stated)	3%	19%	5%	-1%
7	COc1cccc(NC(=O)CSc2nnc3scc(-c4ccc(Cl)cc4)n23)c1	u	x	-17%	-1%
8	C/C(CC(=O)Nc1ccccc1[N+](=O)[O-])=N\NC(=O)COc1ccccc1C	-12%	-14%	-16%	-1%
9	COc1cccc(NC(=O)Nc2cccc(C(=O)O)c2)c1	-4%	-28%[10 µM]	-10%	6%
10	COc1ccc(NC(=O)CCCN(C)S(=O)(=O)c2ccc(C)cc2)cc1	-9%	x	-7%	1%
11	O=C(CCN1CCN(Cc2ccccc2)CC1)NNC(=O)Cc1ccc(Cl)c(Cl)c1	-1%	-18%[0.074 µM]	1%	-5%
12	Cc1ccc(C(=O)Oc2ccccc2N2C(=O)C3CCCCC3C2=O)cc1 (configuration not stated)	-2%	-3%	-4%	3%
13	Cc1ccc(S(=O)(=O)N2CCN(CC(=O)N/N=C\C(Cl)=C\c3ccccc3)CC2)cc1	u	0%[10 µM]	-8%	-12%
14	COc1ccc(F)c(CN2CCC(N3CCC(C(=O)N4CCOCC4)CC3)CC2)c1	3%	x	3%	2%
15	COCCN1C(=O)c2cc(C(=O)Nc3ccc(OC)c(OC)c3)ccc2C1Nc1ccc(OC)c(OC)c1 (configuration not stated)	-22%	-18%	-13%	3%

entry	RECQ1 inh	TRb-SRC2 inh	L3MBTL1 inh	TR SRC2 fluor cs
1	-6%	-2%	-5%	-2%
2	-2%	-6%	-4%	-3%
3	5%	7%	x	-3%
4	i	-3%	-5%	-1%
5	-4%	0%	6%	-2%
6	1%	0%	x	-1%
7	x	4%	x	-3%
8	i	3%	x	1%
9	3%	-3%	4%	2%
10	-4%	1%	4%	-7%
11	-15%	3%	4%	2%
12	i	-3%	5%	-1%
13	-13%	-7%	13%	-3%
14	19%	-3%	2%	-4%
15	i	0%	x	-1%

# Next compounds.
entry	structure	Tau fluor cs	HTT ATP protect	Tau ThT inhib	Tau fibril FP
16	CCOC(=O)N1CCC(N2C(=O)c3ccccc3C2Nc2cc(C(=O)OC)cc(C(=O)OC)c2)CC1 (configuration not stated)	-10%	-6%	-18%	0%
17	Cc1cc(/C=N/NC(=O)c2cccs2)c(C)n1-c1cnccn1	-11%	18%[10 µM]	-12%	-2%
18	O=C(O)CC12CC3CC(C1)CC(n1ncc(NCC4CCCO4)c(Cl)c1=O)(C3)C2 (configuration not stated)	-7%	16%[10 µM]	-11%	6%
19	Cc1cc(N2CCN(c3ccccn3)CC2)n2cc(-c3ccccc3)nc2n1	1%	-5%[10 µM]	-2%	8%
20	Cn1cc(C(=O)C(=O)N2CCCc3ccccc32)c2ccccc21	-5%	-42%[inhibitor]	-5%	9%
21	CCCCCn1c(SCCN2CCOCC2)nc2c1c(=O)[nH]c(=O)n2C	-10%	-25%[10 µM]	-8%	-13%
22	Cc1ccccc1C(=O)Nc1nc(-c2nnn(-c3ccc(C(C)C)cc3)c2C)ns1	-27%	x	u	-4%
23	Cc1noc(C)c1S(=O)(=O)N1CCC(C(=O)NCCC2=CCCCC2)CC1	-7%	-5%	-7%	-6%
24	CN(N)c1ccc2c(C(F)(F)F)cc(C(F)(F)F)nc2n1	-2%	-7%	-11%	-5%
25	O=C(OCC(=O)N1CCc2ccccc21)c1cccc(S(=O)(=O)N2CCCc3ccccc32)c1	-21%	-1%[10 µM]	-5%	-1%
26	Nc1nnc(SCC(=O)NCc2ccc3c(c2)OCO3)s1	4%	1%	1%	5%
27	O=C(CSc1oc(-c2ccc(F)cc2)nc1S(=O)(=O)c1ccc(Br)cc1)NC1CCCCC1	-15%	x	-6%	-5%
28	Cc1ccccc1NC(=O)C1C2CCC(O2)C1C(=O)O (configuration not stated)	4%	20%[10 µM]	2%	2%
29	Cc1ccc(S(=O)(=O)c2c(COC(=O)c3ccccc3Cl)c(-c3ccccc3)nn2C)cc1	-27%	14%	-6%	-15%
30	CC(=O)Nc1cccc(C(=O)Nc2ccccc2N2CCOCC2)c1	-3%	-6%	-5%	-6%

entry	RECQ1 inh	TRb-SRC2 inh	L3MBTL1 inh	TR SRC2 fluor cs
16	-10%	-7%	x	0%
17	u	2%	-4%	-2%
18	7%	-3%	1%	-4%
19	-1%	9%	-1%	0%
20	-11%	2%	x	-1%
21	-2%	7%	5%	-6%
22	x	5%	x	-3%
23	i	1%	x	1%
24	-10%	0%	x	-1%
25	4%	12%	5%	0%
26	i	-10%	4%	2%
27	x	4%	x	0%
28	-2%	3%	12%	-5%
29	i	-20%	x	3%
30	-11%	-20%	x	0%

# Following part.
entry	structure	Tau fluor cs	HTT ATP protect	Tau ThT inhib	Tau fibril FP
31	O=C(Nc1ccc2c(c1)OCO2)c1cc2nc(C3CC3)cc(C(F)(F)F)n2n1	-13%	-40%[inhibitor]	u	6%
32	COc1ccc2c(c1)c1c(c(=O)n(-c3cccc(C)c3)c(=O)n1CC(=O)N1CCCC1)n2C	-3%	x	6%	-2%
33	Nc1ccccc1-c1nnc(SCc2ccccc2F)[nH]c1=O	-9%	-1%	u	4%
34	CCCCNC(=S)N(C)/N=C/c1ccccc1F	-22%	-29%[1.9 µM]	-8%	-3%
35	CCC(C)n1c(=O)c(C(=O)Nc2ccccc2S(N)(=O)=O)c(O)c2ccccc21 (configuration not stated)	-13%	-5%[0.074 µM]	-7%	0%
36	O=C(Nc1ccccc1C(=O)Nc1nncs1)c1ccccc1	12%	13%[10 µM]	x	-1%
37	CCn1c2ccccc2c2nnc(SCc3cc(=O)n4ccsc4n3)nc21	-4%	-17%	-3%	-4%
38	O=C(Nc1ccccc1)c1ccc2c(c1)OCO2	-8%	-44%[inhibitor]	-21%	2%
39	COCCNC(=O)C1(CC(C)C)C=CCN1C(C)=O (configuration not stated)	-11%	11%	-8%	-18%
40	CCOc1ccc(NC(=O)CSC2=NCCN2)cc1	9%	5%[10 µM]	u	1%
41	COCCCn1c(=NC(C)=O)c(C#N)cc2c(=O)n3cccc(C)c3nc21	-6%	-24%[10 µM]	3%	-4%
42	COc1ccc(CC(=O)N2N=C(C)CC2(O)c2cccnc2)cc1OC (configuration not stated)	-3%	19%[10 µM]	0%	-11%
43	O=S(=O)(c1ccccc1)c1nc(-c2cccs2)oc1NCC1CCCO1 (configuration not stated)	-8%	-8%[0.074 µM]	-11%	1%
44	O=C(c1ccc2c(c1)OCO2)N(c1ccc(F)cc1)C1C=CS(=O)(=O)C1 (configuration not stated)	1%	-9%	3%	0%
45	O=C(NCC1CCCO1)c1ccc(NS(=O)(=O)c2cccc([N+](=O)[O-])c2)cc1 (configuration not stated)	5%	11%[10 µM]	2%	7%

entry	RECQ1 inh	TRb-SRC2 inh	L3MBTL1 inh	TR SRC2 fluor cs
31	12%	-10%	u	-1%
32	x	1%	x	-2%
33	0%	0%	x	0%
34	0%	4%	67%[activator]	5%
35	-25%	3%	6%	0%
36	-11%	-1%	x	-5%
37	i	-5%	-3%	-5%
38	-6%	-10%	x	-4%
39	-5%	6%	x	0%
40	3%	2%[53 µM]	12%	-2%[53 µM]
41	-10%	2%	7%	-2%
42	4%	-4%	2%	-5%
43	-11%	u	-4%	3%
44	-4%	-10%	-2%	2%
45	1%	7%	7%	-6%

# Additional compounds:
entry	structure	Tau fluor cs	HTT ATP protect	Tau ThT inhib	Tau fibril FP
46	Cc1cccc(-n2c(Cc3ccccc3)nnc2SCC(=O)N2CCOCC2)c1	2%	-18%	5%	-5%
47	Cc1onc(-c2ccccc2)c1C(=O)NCc1ccccn1	-8%	3%[0.074 µM]	-10%	-1%
48	Cc1nnc(NC(=O)COc2ccc3c(C)cc(=O)oc3c2)s1	-20%	u	u	-13%
49	Cc1c(C(=O)N2CCC(C)CC2)c(S(=O)(=O)NCc2ccccc2)c(C)n1C	4%	x	4%	-1%

entry	RECQ1 inh	TRb-SRC2 inh	L3MBTL1 inh	TR SRC2 fluor cs
46	-10%	-12%	-5%	-2%
47	1%	-4%	7%	2%
48	-4%	-7%	x	-5%
49	x	2%	x	-1%

# Compound activity as filed in PubChem BioAssay.
